Compound activity from PubChem BioAssay.
RNase H inhibition = RNase H inhibition, HIV 1 Gag Pol polyprotein, FRET biochemical assay, screening (AID 372); HIV-1 RT RNase H, FRET RNA/DNA substrate fluorescence; higher % means a stronger effect; one-dose inhibition, % at 10 µM; IC50 in µM for titrated hits; 0.77% of 100,000 active; in the data active = inhibition above about 50%
Numbers without * were called inactive. An excerpt. The share of hits here may be higher or lower than overall.

The opening three entries (preview)
SMILES | RNase H inhibition
Cc1c(C(=O)OC(C)C)sc(NC(=O)/C=C/c2ccc(C(C)(C)C)cc2)c1C(N)=O | 23%
COCCOC(=O)C1=C(C)NC(=O)NC1c1cccc2ccccc12 (stereo not given) | 5%
O=C(Nc1cccc(-c2nc3ccccc3o2)c1)c1ccccc1I | 4%

This part in full, from the first entry:
SMILES | RNase H inhibition
Cc1c(C(=O)OC(C)C)sc(NC(=O)/C=C/c2ccc(C(C)(C)C)cc2)c1C(N)=O | 23%
COCCOC(=O)C1=C(C)NC(=O)NC1c1cccc2ccccc12 (stereo not given) | 5%
O=C(Nc1cccc(-c2nc3ccccc3o2)c1)c1ccccc1I | 4%
NC1=NC(c2ccccc2)n2c(nc3ccccc32)N1 (stereo not given) | 9%
CCCc1cc(=O)oc2cc(OCC(=O)c3ccc(F)cc3)ccc12 | 0%
CN1C(=O)C(=Cc2ccc(OCc3ccccc3F)cc2)C(=O)N(C)C1=O | 11%
COc1ccc(OCC(=O)Nc2ccc(-c3cc4ccccc4oc3=O)c(C)c2)cc1 | 7%
COc1ccc(CNC(=O)c2cc3n(n2)C(C(F)(F)F)CC(c2ccc(Cl)c(Cl)c2)N3)cc1 (stereo not given) | 12%
CC(C)OC(=O)c1c(NC(=O)c2cccnc2)sc2c1CCCCC2 | 11%
CCOC(=O)C1=C(C)N=c2s/c(=C/c3ccc(-c4cccc(Cl)c4)o3)c(=O)n2C1c1ccc(OC)c(OC)c1 (stereo not given) | 52%*
COc1ccc(C(=O)Nc2ccc(I)cc2C)cc1Cl | 8%
CCc1nnc(NS(=O)(=O)c2ccc(NS(=O)(=O)c3ccc4ccccc4c3)cc2)s1 | 5%
COc1ccc(/C=C/C(=O)N2c3ccccc3C(C)(c3ccc(C)cc3)CC2(C)C)cc1 (stereo not given) | 20%
COc1ccc2c(c1C)CCC(C1(O)C(=O)N(C)c3ccccc31)C2=O (stereo not given) | 1%
NNC(=O)c1n[nH]c2c1CCCCCCCCCC2 | 6%
CCc1ccc(NC(=O)c2ccc(C)cc2Cl)cc1 | 13%
NNC(=O)CN1C(=O)C2CC=C(Cl)CC2C1=O (stereo not given) | 0%
N=c1sc(Cc2ccccc2Cl)cn1CC(=O)c1ccc(Br)cc1 | 20%
CC(C)(C)C1CCc2c(sc(NC(=O)c3ccc(Cl)cc3)c2C(=O)N2CCCC2)C1 (stereo not given) | 7%
CN1CCN(c2ccc(/C=N/Nc3ccccc3)cc2[N+](=O)[O-])CC1 | 7%
Cc1cc([N+](=O)[O-])c2[nH]c(C(=O)N/N=C/c3ccncc3)c(-c3ccccc3)c2c1 | 26%
CC(=O)c1cccc(NC(=O)/C=C/c2ccccc2)c1 | 1%
O=C(/C=C/c1ccccc1)NC(=S)Nc1cccc(C(F)(F)F)c1 | 11%
CC1CC(Nc2ccccc2)c2ccccc2N1C(=O)/C=C/c1ccco1 (stereo not given) | 15%
COc1ccc(N2C(=O)CC(Cc3ccccc3OC)C2=O)cc1 (stereo not given) | 15%
O=[N+]([O-])c1cccc(/C=N/NS(=O)(=O)c2ccc(Cl)cc2)c1 | 2%
CCOc1ccc(NC(=O)/C(=C\c2cccnc2)NC(=O)c2ccc(C)cc2)cc1 | 18%
O=C(CSc1nc2ccccc2c(=O)n1-c1ccc(Br)cc1)c1ccc(F)cc1 | 18%
Cc1cc(C)cc(N2C(=O)NC(=O)/C(=C\c3c(C)n(C)c4ccccc34)C2=O)c1 | 12%
COC(=O)c1ccccc1-c1ccc(/C=C2\C(=O)NC(=O)N(c3ccccc3)C2=O)o1 | 12%
Cc1ccc(N(C)C)cc1NC(=O)CCC(=O)O | 0%
CCCOC(=O)C1=C(C)NC2=C(C(=O)CC(c3ccc(OC)cc3)C2)C1c1cccc(Cl)c1Cl (stereo not given) | 17%
COc1ccc2oc(=O)c(-c3ccc(I)cc3)cc2c1 | 14%
COC(=O)c1ccc(NC(=O)CSC(N)=O)cc1 | 5%
O=S(=O)(Nc1cccnc1)c1cc(Cl)c(Cl)cc1Cl | 6%
Cc1ccc2oc(-c3ccc(NC(=S)NC(=O)c4ccc(OC(C)C)cc4)cc3)nc2c1 | 49%
O=C1S/C(=C/c2ccccc2)C(=O)N1CNc1ccccc1F | 4%
O=C(N/N=C/c1ccccc1)c1cc([N+](=O)[O-])cc([N+](=O)[O-])c1 | 13%
CC(=O)Nc1ccc(N2C(=O)C3C4c5ccccc5C(c5ccccc54)C3C2=O)cc1Cl (stereo not given) | 11%
COc1ccc(-c2nn(-c3ccccc3)cc2/C=N/NC(=O)c2ccccc2)cc1 | 11%
Cc1ccc(S(=O)(=O)Oc2ccc(/C=C3\SC(=S)NC3=O)cc2)cc1[N+](=O)[O-] | 57%*
CCOc1ccc(N2C(=O)C(O)=C(C(=O)/C=C/c3ccccc3)C2c2ccc(OC)cc2OC)cc1 (stereo not given) | 8%
COc1ccc(-c2nnc(NC(=O)c3cccs3)s2)cc1OC | 4%
CCOC(=O)C1=C(O)/C(=C/c2cccc(Br)c2)SC1=Nc1ccccc1 | 9%
CCCn1c(O)c(N=NC(=O)/C(=C\c2ccc3c(c2)OCO3)NC(=O)c2ccccc2)c2ccccc21 | 8%

Exported with each value named: entries from further up
> O=C(N/N=C/c1ccccc1)c1cc([N+](=O)[O-])cc([N+](=O)[O-])c1
  RNase H inhibition: 13%

> CCCn1c(O)c(N=NC(=O)/C(=C\c2ccc3c(c2)OCO3)NC(=O)c2ccccc2)c2ccccc21
  RNase H inhibition: 8%

> COc1ccc(-c2nn(-c3ccccc3)cc2/C=N/NC(=O)c2ccccc2)cc1
  RNase H inhibition: 11%

> O=C1S/C(=C/c2ccccc2)C(=O)N1CNc1ccccc1F
  RNase H inhibition: 4%

(next part)
SMILES | RNase H inhibition
Cc1ccccc1NC(=O)/C(C#N)=C/c1ccc(-c2cccc(C(=O)O)c2)o1 | 5%
CCCCc1ccc(-c2csc(/C(C#N)=C\c3ccc(-c4ccccc4)cc3)n2)cc1 | 24%
CC(=O)Nc1ccc(S(=O)(=O)NC(CC(=O)O)c2ccccc2)cc1 (stereo not given) | 1%
N#C/C(=C/c1ccc(OCC(=O)O)cc1)C(=O)Nc1ccccc1 | 0%
CC(=O)c1cccc(NC(=O)/C(=C/c2ccc(Br)cc2)NC(=O)c2ccccc2)c1 | 6%
Cc1c(Cl)cccc1NC(=S)NC(=O)Cc1ccc(Cl)cc1 | 10%
Cc1cccc(C)c1OCCCCCCNCCO | 2%
COc1cc(NC(=S)NC(=O)c2cccc(Cl)c2)ccc1NC(=O)c1ccco1 | 8%
COc1cccc(/C=N/NC(=O)CSc2nnc(-c3ccccc3)n2-c2ccccc2)c1O | 0%
O=C1c2ccccc2NC(c2c(Cl)cccc2Cl)N1Cc1ccccc1 (stereo not given) | 7%
C=CCN1C(=O)/C(=C\c2ccccc2F)C(C(=O)OC)=C1C | 0%
C=CCN(CC=C)C(=O)c1cc(Cl)ccc1[N+](=O)[O-] | 16%
COC(=O)c1ccc(C(=O)OC)c(NC(=O)c2ccc(C)c([N+](=O)[O-])c2)c1 | 0%
COc1ccccc1NC(=O)CSc1ccc(Cl)cc1Cl | 22%
C=CCOC(=O)C1=C(C)NC2=C(C(=O)CCC2)C1c1cccc(Cl)c1 (stereo not given) | 11%
O=[N+]([O-])c1cnc(Nc2cccc3nsnc23)c([N+](=O)[O-])c1 | 18%
CCN(CC)c1ccc(NC(=O)c2cc(Cl)ccc2OC)cc1 | 25%
CCOC(=O)c1cc(CC)sc1NC(=O)c1ccccc1Br | 20%
O=C(NC(=S)Nc1ccc(N2CCOCC2)cc1)c1ccco1 | 19%
C=CCn1cc(C)c(=O)n(CC=C)c1=O | 3%
O=C(Nc1cccc2ccccc12)C1CC2CCC1C2 (stereo not given) | 13%
O=C1CSC(c2cn(-c3ccccc3)nc2-c2ccc(Cl)cc2)N1Cc1ccccc1 (stereo not given) | 24%
O=C1N=C(N2CCN(c3ccccc3[N+](=O)[O-])CC2)S/C1=C\c1ccccc1 | 13%
O=C1CC(Nc2ccc(N3CCOCC3)cc2)C(=O)N1c1cccc(C(F)(F)F)c1 (stereo not given) | 0%
COCCCNC(=O)CN(c1ccc(C)c(Cl)c1)S(C)(=O)=O | 8%
O=C1NN(c2ccc(Br)cc2)C(=O)/C1=C\c1ccco1 | 6%
CCOC(=O)c1ccc(NC(=S)NC(=O)c2cc(OC)c(OC)c(OC)c2)cc1 | 3%
O=C(Nc1ccc2c(c1)Cc1ccccc1-2)c1cc(Br)ccc1Cl | 16%
COc1cc(/C=C2/C(=O)NN(c3ccc(Br)cc3)C2=O)cc(Cl)c1OC(C)C | 17%
O=C(Nc1nc(-c2ccc(Cl)cc2)cs1)C1CC2CCC1C2 (stereo not given) | 12%
CCOC(=O)C1=C(C)N=c2s/c(=C/c3ccc(-c4cccc(Cl)c4Cl)o3)c(=O)n2C1c1ccccc1OC (stereo not given) | 23%
COc1cc(/C=C(/NC(=O)c2ccccc2)C(=O)N2CCOCC2)c([N+](=O)[O-])cc1OC | 9%
CCN(CC)S(=O)(=O)c1cccc([N+](=O)[O-])c1 | 19%
CCCCOc1ccccc1C1C(C(=O)OC(C)C)=C(C)NC2=C1C(=O)CCC2 (stereo not given) | 24%
CC(C)CC(=O)N1CCN(Cc2ccccc2F)CC1 | 3%
CCOC(=O)c1sc(NC(=O)Cn2nc([N+](=O)[O-])c([N+](=O)[O-])c2C)c(C(=O)OCC)c1C | 6%
COc1ccccc1CNC(=O)CN(c1ccc(Cl)cc1)S(C)(=O)=O | 4%
CN(C)c1cccc(C(=O)Nc2ccccc2F)c1 | 2%
O=C(Nc1ccccc1Cl)C1CN(S(=O)(=O)c2ccccc2)CCN1S(=O)(=O)c1ccccc1 (stereo not given) | 11%
COc1nc(N2C(C)CCCC2C)nc(N2C(C)CCCC2C)n1 (stereo not given) | 17%
Cc1ccc(C(=O)N/C(=C/c2cccnc2)C(=O)N2CCCC2)cc1 | 3%
COc1cccc(C=Nn2c(-c3ccc(Cl)cc3Cl)n[nH]c2=S)c1O | 14%
Cc1nc2ccccc2n1CCOc1ccc(F)cc1 | 15%
COC(=O)c1ccccc1NC(=O)COc1ccc(Cl)cc1C | 4%
CCC1CCc2c(sc(NC(=O)c3c(Cl)cccc3Cl)c2C(N)=O)C1 (stereo not given) | 17%
O=C(Cc1cccc2ccccc12)N/N=C/c1ccc(OCc2ccccc2)cc1 | 5%
COc1ccc(C2/C(=C(/O)c3ccc(Br)cc3)C(=O)C(=O)N2CCc2ccccc2)cc1OC (stereo not given) | 1%
O=C1C(=O)N(c2cccnc2)C(c2ccc3c(c2)OCO3)/C1=C(\O)c1ccccc1 (stereo not given) | 8%
COC(=O)c1cc([N+](=O)[O-])ccc1N1CCN(Cc2ccccc2)CC1 | 14%
COC(=O)CN(c1ccc(C)cc1)S(=O)(=O)c1ccccc1 | 0%
CC1=C(C(=O)OCC(C)C)C(c2cccc(F)c2)C2=C(CC(c3ccc(Cl)cc3)CC2=O)N1 (stereo not given) | 12%
CC1(C)CC(=O)C(C=Nc2ccncc2)=C(O)C1 | 8%
COc1ccc(Cl)cc1NS(=O)(=O)c1ccc(F)cc1 | 0%
COC(=O)c1ccc(NC(=S)NC(=O)c2cccc(Cl)c2)cc1 | 15%
O=C(/C=C/c1ccc(F)cc1)N1CCN(c2cccc(Cl)c2)CC1 | 7%
COc1ccc(C2(CNC(=O)C(c3ccccc3)c3ccccc3)CCOCC2)cc1OC | 0%
Cc1ccc(C)c(COc2cc3oc(=O)c4c(c3cc2Cl)CCC4)c1 | 0%
Oc1ccccc1C=Nc1ccccc1N=Cc1c(O)ccc2ccccc12 | 28%
CC1CCN(CC(O)COCc2ccc(Cl)cc2)CC1 (stereo not given) | 3%
CCOC(=O)c1c(C)nc(C)nc1NC(=O)c1ccccc1 | 16%

Continued.
SMILES | RNase H inhibition
CN(C)c1ccc(C=Nc2ccc3c(c2)ncn3-c2ccccc2)cc1 | 0%
CCc1cccc(NC(=O)c2ccc(Br)o2)c1 | 4%
c1ccc(N2CCN(Cc3c4ccccc4cc4ccccc34)CC2)cc1 | 9%
COc1ccc(/C=C2\C(=O)NC(=S)N(c3cccc(Br)c3)C2=O)c(OC)c1 | 9%
COc1ccc(S(=O)(=O)NCc2ccc3c(c2)OCO3)cc1 | 12%
CC(NS(=O)(=O)N(C)C)c1ccc(-c2ccccc2)cc1 (stereo not given) | 8%
Cc1cc(=O)[nH]c(SC(C(=O)c2ccccc2)c2ccccc2)n1 (stereo not given) | 7%
COc1ccccc1/C=C1/SC(=O)N(CNc2cccc([N+](=O)[O-])c2)C1=O | 9%
O=C(Oc1cccc(C(=O)N2CCOCC2)c1)c1ccc(Br)cc1 | 2%
COC(=O)C1=C(C)NC2=C(C(=O)CC(c3ccc(OC)cc3)C2)C1c1ccccc1Cl (stereo not given) | 10%
CCOc1cc(/C=C2/SC(N)=NC2=O)ccc1OCc1ccccc1Cl | 32%
Cc1nc(SCC(=O)C2CC2)c(C#N)c(C)c1C | 9%
C=CCc1ccc(OCCCCOc2ccc([N+](=O)[O-])cc2)c(OC)c1 | 2%

In another format: results already given.
O=C(Nc1nc(-c2ccc(Cl)cc2)cs1)C1CC2CCC1C2 (stereo not given)
- RNase H inhibition: 12%

CCOC(=O)C1=C(C)N=c2s/c(=C/c3ccc(-c4cccc(Cl)c4Cl)o3)c(=O)n2C1c1ccccc1OC (stereo not given)
- RNase H inhibition: 23%

COc1cc(/C=C(/NC(=O)c2ccccc2)C(=O)N2CCOCC2)c([N+](=O)[O-])cc1OC
- RNase H inhibition: 9%

CCN(CC)S(=O)(=O)c1cccc([N+](=O)[O-])c1
- RNase H inhibition: 19%
